Vc quorum ag – inducers of Vibrio cholerae quorum light production without autoinducers, primary screen, BH1578 luxS cqsA deficient, single point | V. cholerae BH1578 lux reporter, luminescence, 6 h | activation, % at 18.7 µM | 0.16% of 350,000 active | AID 588436, 2011; in the data active means activation mostly above about 9.7%, no sharp cut-off; inconclusive means no clear call, values can overlap the other calls; inactive means mostly below about 3.7%; further: not every result past the cut was called active; inactives centre near 0; reference of the scale not given here
Anthrax LF prot – Bacillus anthracis LF protease inhibitors, primary screen, biochemical, multiplex microsphere, MLPCN library; Lethal factor (Bacillus anthracis), P15917; multiplex microsphere protease cleavage assay; 0.12% of 360,000 active; AID 588501, 2011; inhibition, % at 10 µM; in the data active means inhibition above about 30%; inconclusive means no clear call, values can overlap the other calls; further: plate controls were buffer without enzyme for full effect and enzyme alone for no effect
3CLpro inhibitor – SARS-CoV 3CLpro protease inhibitors, primary screen, biochemical, quenched FRET; recombinant SARS-CoV 3CLpro, quenched FRET peptide cleavage; AID 1706, 2009; 0.14% of 290,000 active; inhibition, % at 6 µM; in the data active means inhibition above about 12%
TcdB GH inh – TcdB glycohydrolase inhibitors, primary screen, biochemical, single point, plate reader; inhibition, % at 9.99 µM; 0.24% of 350,000 active; TcdB glycohydrolase enzymatic assay; AID 652162, 2013; in the data active means inhibition above about 10%
Rv3671c protease – Rv3671c serine protease inhibitors, primary screen, biochemical, fluorescence polarization, M. tuberculosis H37Rv | P9WHR9 | inhibition, % at 5.96 µM | 0.048% of 320,000 active; in the data active means inhibition above about 38%;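 further: extracellular domain of Rv3671c used as enzyme; 0% = enzyme with DMSO and 100% = no enzyme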
Target sequence (P9WHR9 whole entry, looked up, the tested form may be a part): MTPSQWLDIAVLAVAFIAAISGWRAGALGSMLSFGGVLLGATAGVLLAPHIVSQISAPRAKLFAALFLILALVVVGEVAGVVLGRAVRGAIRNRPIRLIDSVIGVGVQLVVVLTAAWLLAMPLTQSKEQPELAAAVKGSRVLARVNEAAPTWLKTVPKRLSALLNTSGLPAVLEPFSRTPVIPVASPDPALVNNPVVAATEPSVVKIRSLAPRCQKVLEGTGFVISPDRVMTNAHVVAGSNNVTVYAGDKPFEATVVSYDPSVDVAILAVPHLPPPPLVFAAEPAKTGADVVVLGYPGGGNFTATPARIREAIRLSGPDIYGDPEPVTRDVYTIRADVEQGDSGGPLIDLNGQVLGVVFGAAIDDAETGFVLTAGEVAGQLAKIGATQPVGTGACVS
DUSP3 inh – VHR1 phosphatase inhibitors, primary screen, biochemical, absorbance, uHTS; Dual specificity protein phosphatase 3 (Homo sapiens), P51452; recombinant VHR phosphatase, pNPP absorbance; inhibition, % at 13.3 µM; 0.52% of 290,000 active; in the data active means inhibition above about 50%; further: some compounds called inactive have numbers as strong as hits
Target sequence (P51452 whole entry, looked up): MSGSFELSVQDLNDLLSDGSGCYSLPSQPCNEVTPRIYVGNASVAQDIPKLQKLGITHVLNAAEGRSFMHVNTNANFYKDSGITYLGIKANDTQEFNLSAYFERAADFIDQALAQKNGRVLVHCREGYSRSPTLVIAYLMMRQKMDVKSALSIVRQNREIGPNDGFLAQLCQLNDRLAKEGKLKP
Y pestis TopoI – Yersinia pestis topoisomerase I inhibitors, primary screen, biochemical, cleavage product accumulation, plate reader, single point; 0.064% of 360,000 active; Y. pestis Topo-I cleavage product accumulation; activity, % at 10 µM; DNA topoisomerase I (Yersinia pestis CO92); in the data active means activity above about 50%, passing the limit was not always enough; inconclusive means no clear call, values can overlap the other calls; further: inactives centre near 2
PriA SSB inh – inhibitors of Klebsiella pneumoniae PriA binding to SSB C-terminal tail, primary screen, biochemical, AlphaScreen. PriA–SSB C-terminal tail interaction (Klebsiella pneumoniae). AlphaScreen SSBct-PriA binding, biotinylated peptide. inhibition, % at 33 µM. 0.6% of 430,000 active. AID 1272365, 2023; in the data active means inhibition mostly above about 37%, no sharp cut-off; inactive means mostly below about 20%;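 further: plate controls were negative control peptide for no effect and reference peptide for full effect; strong numbers were not always called active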
MazEF act – activators of E. coli MazEF toxin-antitoxin RNase, primary screen, biochemical, fluorescence, uHTS. 0.32% of 350,000 active. FAM/BHQ RNA-DNA oligo cleavage fluorescence, 5 h. activation, % at 20 µM. Endoribonuclease toxin MazF (Escherichia coli (strain K12)), P0AE70; in the data active means activation above about 50%
Target sequence (P0AE70 whole entry, looked up): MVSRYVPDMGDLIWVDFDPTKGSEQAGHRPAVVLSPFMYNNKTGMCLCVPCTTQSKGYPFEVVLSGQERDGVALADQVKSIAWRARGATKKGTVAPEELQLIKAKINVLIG
PfHsp40 yeast – rescue of yeast from PfHsp40 toxicity, primary screen, S. cerevisiae, ATP luminescence | S. cerevisiae expressing PfHsp40, growth rescue | AID 504582, 2011 | 0.68% of 340,000 active | growth rescue, % at 12.5 µM; in the data active means growth rescue above about 28%, passing the limit was not always enough; inconclusive means no clear call, values can overlap the other calls;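 further: yeast W303a lacking pdr1 and pdr3 grown in galactose medium; growth measured after three days at 30 °C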
* = called active by the depositor; & = joins results of further samples. The list is partial. The share of hits here may be higher or lower than overall.

`CC(=O)n1cc([C@H]2C=C(C(=O)N3CCOCC3)O[C@@H](OCc3ccc(CO)cc3)C2)c2ccccc21` gave Vc quorum ag -0.3, Anthrax LF prot -4, 3CLpro inhibitor 4, TcdB GH inh -1.1&1.3, Rv3671c protease 3, DUSP3 inh 7, Y pestis TopoI 26, PriA SSB inh -6, MazEF act 4 and PfHsp40 yeast 0.1.
For COc1ccc(-c2cc(-c3ccccc3)c(C#N)c(=S)[nH]2)cc1 the results were Vc quorum ag inactive, Anthrax LF prot 1, 3CLpro inhibitor 0, TcdB GH inh 0.8, Rv3671c protease -9, DUSP3 inh 14, Y pestis TopoI -2, PriA SSB inh 0, MazEF act 0 and PfHsp40 yeast -0.9.
`Cc1ccc(-c2csc(N3CCN(S(=O)(=O)c4ccc5c(c4)NC(=O)CO5)CC3)n2)cc1` gave Vc quorum ag -2.1, Anthrax LF prot 2, 3CLpro inhibitor 2, TcdB GH inh -1.0, Rv3671c protease -11, DUSP3 inh -4, Y pestis TopoI 8, PriA SSB inh 4, MazEF act -5 and PfHsp40 yeast 2.0.
`Cc1cc(C)n(C(=O)CCCCCCCC(=O)n2nc(C)cc2C)n1` gave Vc quorum ag 5.0, Anthrax LF prot -7, 3CLpro inhibitor 0, Rv3671c protease -11, DUSP3 inh -1, Y pestis TopoI 7, PriA SSB inh -3, MazEF act -8 and PfHsp40 yeast -0.1.
`CCCc1cc(=O)[nH]c(SCC(=O)N2N=C(c3ccc(Cl)cc3)CC2c2ccco2)n1` (stereo not drawn) gave Vc quorum ag 2.7, Anthrax LF prot 0, 3CLpro inhibitor -1, TcdB GH inh -0.1, Rv3671c protease -10, DUSP3 inh 8, Y pestis TopoI 16, PriA SSB inh -5, MazEF act -6 and PfHsp40 yeast -0.8.
`CC(=O)C(Sc1nnnn1-c1ccc(O)cc1)c1ccccc1` (stereo not drawn) gave Vc quorum ag inactive, Anthrax LF prot -2, 3CLpro inhibitor -1, TcdB GH inh -2.3, Rv3671c protease -2, DUSP3 inh 18, Y pestis TopoI -3, PriA SSB inh -11, MazEF act -2 and PfHsp40 yeast -2.3.
Screening CC(=O)NCCc1nc2cc(NC(=O)Nc3ccccc3)ccc2n1C returned Vc quorum ag inactive, Anthrax LF prot -5, 3CLpro inhibitor -2, TcdB GH inh -7.6, Rv3671c protease 2, DUSP3 inh 28, Y pestis TopoI -9, PriA SSB inh -11, MazEF act -13 and PfHsp40 yeast -1.1.
`OCCCn1c(C2CCCN2c2nc(-c3ccc(F)cc3)cs2)nc2cc(Cl)c(Cl)cc21` (stereo not drawn) gave Vc quorum ag inactive, Anthrax LF prot 2, TcdB GH inh 0.5, Rv3671c protease 1, Y pestis TopoI 9, PriA SSB inh 8, MazEF act -2 and PfHsp40 yeast inconclusive.
For Cc1ccc(C)c(S(=O)(=O)N2CCN(C(=O)Cc3c(F)cccc3Cl)CC2)c1 the results were Vc quorum ag inactive, Anthrax LF prot 0, TcdB GH inh 1.1, Rv3671c protease 1, Y pestis TopoI 32, PriA SSB inh -2, MazEF act -8 and PfHsp40 yeast -0.6.
`O=c1cc(C2CCNCC2)[nH][nH]1` gave Anthrax LF prot -3, 3CLpro inhibitor 2, Rv3671c protease -23, DUSP3 inh 32, Y pestis TopoI 1, PriA SSB inh -12, MazEF act 3 and PfHsp40 yeast 0.2.
O=C(O)c1ccc(OCc2occc2C(=O)O)cc1 was read as Vc quorum ag -2.0, Anthrax LF prot 3, 3CLpro inhibitor 1, Rv3671c protease -1, DUSP3 inh 4, Y pestis TopoI -9, PriA SSB inh -2, MazEF act -5 and PfHsp40 yeast -0.9.
For CC(=O)N1Cc2ccccc2CC1C(=O)O (stereo not drawn) the results were Vc quorum ag -2.0, Anthrax LF prot 2, 3CLpro inhibitor 3, Rv3671c protease -2, DUSP3 inh 2, Y pestis TopoI 9, PriA SSB inh -14, MazEF act -7 and PfHsp40 yeast 0.0.
CC(=O)c1ccc(C(=O)NC2CCCN(Cc3ccccc3F)C2)cc1 (stereo not drawn) was read as Vc quorum ag -0.9, Anthrax LF prot -1, 3CLpro inhibitor 0, TcdB GH inh 1.0, Rv3671c protease 0, DUSP3 inh 18, Y pestis TopoI -5, PriA SSB inh 2, MazEF act -23 and PfHsp40 yeast -0.1.
`CC(OC(=O)Cn1cnc2c1c(=O)n(C)c(=O)n2C)C(=O)c1ccccc1` (stereo not drawn) gave Vc quorum ag 14, Anthrax LF prot -2, TcdB GH inh 3.7, Rv3671c protease 2, Y pestis TopoI 5, PriA SSB inh -15, MazEF act 7 and PfHsp40 yeast 0.2.
Screening O=C(NCc1ccccn1)Nc1cccc(Cl)c1Cl returned Vc quorum ag -1.1, Anthrax LF prot -3, 3CLpro inhibitor 1, TcdB GH inh 0.2, Rv3671c protease 0, DUSP3 inh 15, Y pestis TopoI -10, PriA SSB inh -13, MazEF act 1 and PfHsp40 yeast -2.8.
O=C(OCC(=O)N1CCCC1)c1cc(=O)c2ccccc2o1 was read as Vc quorum ag -4.2, Anthrax LF prot -4, TcdB GH inh -3.3, Rv3671c protease -2, Y pestis TopoI -3, PriA SSB inh -4, MazEF act -13 and PfHsp40 yeast -0.1.
`CCN(CC)S(=O)(=O)c1ccc(Cl)c(NC(=O)COc2ccccc2[N+](=O)[O-])c1` gave Vc quorum ag -0.3, Anthrax LF prot -1, 3CLpro inhibitor -1, TcdB GH inh 1.8, Rv3671c protease -23, DUSP3 inh -10, Y pestis TopoI 10, PriA SSB inh -10, MazEF act -16 and PfHsp40 yeast 1.0.
Screening COc1cccc(C(=O)NC2CC3CCCC(C2)N3S(=O)(=O)c2ccccc2)c1 (stereo not drawn) returned Vc quorum ag 2.6, Anthrax LF prot -10, 3CLpro inhibitor 2, TcdB GH inh 1.8, Rv3671c protease 5, DUSP3 inh 1, Y pestis TopoI 23, PriA SSB inh -27, MazEF act 2 and PfHsp40 yeast -0.3.
Screening Cc1cc(Cl)ccc1C(=O)C1CCCN(C(=O)CCn2cnnn2)C1 (stereo not drawn) returned Vc quorum ag -0.7, Anthrax LF prot 4, 3CLpro inhibitor 1, TcdB GH inh 0.5, Rv3671c protease 3, DUSP3 inh 3, Y pestis TopoI -11, PriA SSB inh -16, MazEF act 0 and PfHsp40 yeast 0.0.
`Cc1ccccc1NC(=O)Cc1nc(CSc2nnc(-c3ccc4c(c3)OCO4)o2)cs1` gave Vc quorum ag 5.9, Anthrax LF prot 0, 3CLpro inhibitor 4, Rv3671c protease -3, DUSP3 inh 12, Y pestis TopoI 3, PriA SSB inh 3, MazEF act 40 and PfHsp40 yeast -0.4.
For Cc1ccccc1Nc1nn2c(=O)c3ccccc3nc2s1 the results were Vc quorum ag -5.9, Anthrax LF prot 0, 3CLpro inhibitor 1, Rv3671c protease -29, DUSP3 inh 8, Y pestis TopoI -6, PriA SSB inh -14, MazEF act 31 and PfHsp40 yeast 1.1.
`CN(C)c1ccc(C(=O)N/N=C/c2ccccn2)cc1` gave Vc quorum ag -1.0, Anthrax LF prot 0, 3CLpro inhibitor 0, TcdB GH inh 2.0, Rv3671c protease 5, DUSP3 inh 32, Y pestis TopoI -6, MazEF act -3 and PfHsp40 yeast 0.3.
O=C(NNC(=O)c1ccc(Cl)cc1Cl)c1ccncc1 was read as Vc quorum ag -0.4, Anthrax LF prot 0, 3CLpro inhibitor 3, TcdB GH inh -1.5, Rv3671c protease 2, DUSP3 inh 13, Y pestis TopoI -4, PriA SSB inh -13, MazEF act -1 and PfHsp40 yeast 0.4.
Screening CN(C)C(=O)c1nc2ccc(Cl)cn2c1CN1CCN(c2ncccn2)CC1 returned Vc quorum ag -0.1, Anthrax LF prot 0, 3CLpro inhibitor 0, TcdB GH inh 0.6, Rv3671c protease -2, DUSP3 inh 25, Y pestis TopoI -2, PriA SSB inh -1, MazEF act 1 and PfHsp40 yeast -0.6.

Reprinted from the results shown for reference:
For Cc1ccccc1Nc1nn2c(=O)c3ccccc3nc2s1 the results were Vc quorum ag -5.9, Anthrax LF prot 0, 3CLpro inhibitor 1, Rv3671c protease -29, DUSP3 inh 8, Y pestis TopoI -6, PriA SSB inh -14, MazEF act 31 and PfHsp40 yeast 1.1.
`CN(C)c1ccc(C(=O)N/N=C/c2ccccn2)cc1` gave Vc quorum ag -1.0, Anthrax LF prot 0, 3CLpro inhibitor 0, TcdB GH inh 2.0, Rv3671c protease 5, DUSP3 inh 32, Y pestis TopoI -6, MazEF act -3 and PfHsp40 yeast 0.3.
O=C(NNC(=O)c1ccc(Cl)cc1Cl)c1ccncc1 was read as Vc quorum ag -0.4, Anthrax LF prot 0, 3CLpro inhibitor 3, TcdB GH inh -1.5, Rv3671c protease 2, DUSP3 inh 13, Y pestis TopoI -4, PriA SSB inh -13, MazEF act -1 and PfHsp40 yeast 0.4.
Screening CN(C)C(=O)c1nc2ccc(Cl)cn2c1CN1CCN(c2ncccn2)CC1 returned Vc quorum ag -0.1, Anthrax LF prot 0, 3CLpro inhibitor 0, TcdB GH inh 0.6, Rv3671c protease -2, DUSP3 inh 25, Y pestis TopoI -2, PriA SSB inh -1, MazEF act 1 and PfHsp40 yeast -0.6.

Continued:
For COC(=O)C1=CN(Cc2cccs2)C=C(C(=O)OC)C1c1cccc(OC)c1OC the results were Vc quorum ag -2.0, Anthrax LF prot 5, 3CLpro inhibitor 6, Rv3671c protease -6, DUSP3 inh 19, Y pestis TopoI 7, PriA SSB inh -11, MazEF act 27 and PfHsp40 yeast -0.7.
`COc1ccc(CNC(=O)c2c(F)c(F)c(F)c(F)c2F)cc1` gave Vc quorum ag -0.2, Anthrax LF prot 0, 3CLpro inhibitor -1, TcdB GH inh -0.2, Rv3671c protease 5, DUSP3 inh 7, Y pestis TopoI 2, PriA SSB inh -9, MazEF act 4 and PfHsp40 yeast -0.4.
For O=C(Nc1cc(C(F)(F)F)ccc1Cl)C(NCc1ccccc1)c1ccccc1 (stereo not drawn) the results were Vc quorum ag -0.4, Anthrax LF prot -5, 3CLpro inhibitor 4, Rv3671c protease -4, DUSP3 inh -3, Y pestis TopoI 22, PriA SSB inh -39, MazEF act -4 and PfHsp40 yeast 1.9.
Cc1cc(=O)[nH]c(N/N=C/c2ccc(-c3ccc(F)cc3)o2)n1 was read as Vc quorum ag -0.3, Anthrax LF prot -3, 3CLpro inhibitor -1, TcdB GH inh 1.1, Rv3671c protease 9, DUSP3 inh 14, Y pestis TopoI 4, MazEF act 25 and PfHsp40 yeast -2.9.
`COCC(C)OC(=O)/C(C#N)=C\c1coc2ccc(C)cc2c1=O` (stereo not drawn) gave Vc quorum ag inactive, Anthrax LF prot -1, 3CLpro inhibitor 3, TcdB GH inh -0.3, Rv3671c protease 1, DUSP3 inh -7, Y pestis TopoI -2, PriA SSB inh -11, MazEF act -504 and PfHsp40 yeast -0.7.
`CCN(C(=O)Cn1nc(C)n2c(cc3cc(C)ccc32)c1=O)c1ccccc1` gave Vc quorum ag -1.7, Anthrax LF prot 2, 3CLpro inhibitor -1, TcdB GH inh 1.3, Rv3671c protease 0, DUSP3 inh -4, Y pestis TopoI 35, PriA SSB inh 7, MazEF act 1 and PfHsp40 yeast 1.1.

High-throughput results as filed in PubChem.
